From PubChem
Tau ThT inhib: inhibitors of human tau fibril formation, thioflavin T binding; P10636; recombinant tau K18 P301L, heparin-induced fibrillization, ThT fluorescence; Potency, µM (titrated, usually from 57.4 µM), inactives show at the top dose activity, negative = inhibition, most hits filed as inhibitors; hit rate 2.1% among 270,000; also: % is scaled to controls: 0 for no effect and ±100 for the full control effect; nearly all actives have a fitted effect of over 55% in size
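Heparin-induced (20 uM) aggregation of recombinant human K18 P301L tau, 15 uM unlabeled with 0.24 uM labeled, pH 7 acetate buffer, 6 hr at 37 C with compound. Fibrils quantified by 30 uM ThT fluorescence after 1 hr ambient incubation.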
TRb SRC2 PPI: TRbeta-SRC2 interaction inhibition. P10828. TRbeta-SRC2 peptide binding, fluorescence polarization; receptor liganded with 1 µM T3. Potency, µM (top dose mostly 106 µM), without a hit: top-dose activity change, negative = inhibition, usual class: inhibitors. hit rate 0.065% among 280,000. AID 1469;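 also: plate controls were bound peptide for no effect and peptide without receptor for full effect; nearly all actives have a fitted effect of over 50% in size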
Target sequence (P10828 whole entry, looked up): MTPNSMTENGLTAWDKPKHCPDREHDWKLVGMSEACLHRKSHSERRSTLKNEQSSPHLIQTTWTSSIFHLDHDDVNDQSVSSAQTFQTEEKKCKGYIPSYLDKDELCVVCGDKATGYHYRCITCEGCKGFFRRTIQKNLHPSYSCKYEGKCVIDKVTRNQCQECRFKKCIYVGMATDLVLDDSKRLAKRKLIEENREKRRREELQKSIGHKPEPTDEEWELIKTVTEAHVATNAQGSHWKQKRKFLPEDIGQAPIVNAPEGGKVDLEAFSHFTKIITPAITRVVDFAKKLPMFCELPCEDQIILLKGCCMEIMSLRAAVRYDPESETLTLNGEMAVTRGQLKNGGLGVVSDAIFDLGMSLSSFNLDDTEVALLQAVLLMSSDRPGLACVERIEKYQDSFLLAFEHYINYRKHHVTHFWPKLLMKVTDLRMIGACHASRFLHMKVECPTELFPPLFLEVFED
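A fluorescence polarization screen tested compounds at multiple concentrations against complex formation between 0.6 uM TRb ligand-binding domain and 20 nM Texas Red SRC2 peptide, with 1 uM T3 present; readout after 5 hr.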
TR SRC2 fluor cs: Texas Red fluorescence interference in TRb-SRC2 counter-screen; TRb/SRC2 Texas Red total fluorescence interference; hit rate 0.29% among 280,000; Potency, µM (titrated, usually from 106 µM), inactives show at the top dose fluorescence change, negative = quenching; active = well fitted curve in either direction with a large enough effect; inconclusive = small, poorly fitted or top-dose-only effect; also: % is scaled to controls: 0 for no effect and ±100 for the full control effect
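Human TRb ligand-binding domain at 0.6 uM with 20 nM Texas Red SRC2 peptide in Tris buffer containing 1 uM T3 and 5% DMSO, incubated with compound 5 h at ambient temperature. Total fluorescence (555/632 nm) calculated as parallel + 2 × perpendicular.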
Tau fibril FP: blocks human tau fibril formation measured by polarization; K18 P301L tau heparin fibrillization, Alexa594 FP, 6 h; Potency, µM (top dose mostly 57.7 µM), for inactives: at the top dose activity, negative = inhibition, usual class: inhibitors; hit rate 0.39% among 280,000; AID 1468; also: % is scaled to controls: 0 for no effect and ±100 for the full control effect; nearly all actives have a fitted effect of over 55% in size
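Human tau K18 […] P301L fragment, 15 uM unlabeled plus 0.24 uM Alexa 594-labeled tau (final), with compound and 20 uM heparin in 100 mM sodium acetate pH 7; 6 hr at 37 C, then Alexa 594 FP read.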
L3MBTL1 block: L3MBTL1 (human) inhibition. Potency, µM (titrated, usually from 57.1 µM), for inactives: at the highest dose activity, negative = inhibition, actives largely listed as inhibitors. hit rate 0.66% among 230,000. Q9Y468. AlphaScreen L3MBTL1–H3K9me1 peptide binding; also: % is scaled to controls: 0 for no effect and ±100 for the full control effect; nearly all actives have a fitted effect of over 60% in size
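AlphaScreen proximity signal between nickel-chelate acceptor and streptavidin donor beads (final 10 ug/mL) reports binding of 50 nM L3MBTL1 to 75 nM biotin-H3 K9me1 peptide; complex incubated with compounds 30 min at room temperature; cefsulodin titration as control.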
Tau fluor counter: counter-screen for tau fibril formation inhibitors | tau K18 P301L (four-repeat tau fragment) Alexa594 fluorescence, heparin fibrillization | hit rate 0.93% among 280,000 | Potency, µM (doses to about 57.7 µM), without a hit: at the top dose activity change, negative = decrease; also: % is scaled to controls: 0 for no effect and ±100 for the full control effect; nearly all actives have a fitted effect of over 55% in size
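Human K18 P301L tau (15 uM unlabeled plus 0.24 uM Alexa 594-labeled, final) in 100 mM sodium acetate pH 7 was mixed with compound and 20 uM heparin and incubated 6 hr at 37 C.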
RECQ1 helicase: blocks DNA unwinding by human RECQ1; RECQ1 DNA unwinding, red fluorescence kinetic read; Potency, µM (series often up to 57.3 µM), inactives show at the top dose activity, negative = inhibition, most hits filed as inhibitors; hit rate 0.54% among 240,000;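 also: plate controls were vehicle for no effect and no enzyme for full effect; nearly all actives have a fitted effect of over 30% in size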
Target sequence (P46063 whole entry, looked up): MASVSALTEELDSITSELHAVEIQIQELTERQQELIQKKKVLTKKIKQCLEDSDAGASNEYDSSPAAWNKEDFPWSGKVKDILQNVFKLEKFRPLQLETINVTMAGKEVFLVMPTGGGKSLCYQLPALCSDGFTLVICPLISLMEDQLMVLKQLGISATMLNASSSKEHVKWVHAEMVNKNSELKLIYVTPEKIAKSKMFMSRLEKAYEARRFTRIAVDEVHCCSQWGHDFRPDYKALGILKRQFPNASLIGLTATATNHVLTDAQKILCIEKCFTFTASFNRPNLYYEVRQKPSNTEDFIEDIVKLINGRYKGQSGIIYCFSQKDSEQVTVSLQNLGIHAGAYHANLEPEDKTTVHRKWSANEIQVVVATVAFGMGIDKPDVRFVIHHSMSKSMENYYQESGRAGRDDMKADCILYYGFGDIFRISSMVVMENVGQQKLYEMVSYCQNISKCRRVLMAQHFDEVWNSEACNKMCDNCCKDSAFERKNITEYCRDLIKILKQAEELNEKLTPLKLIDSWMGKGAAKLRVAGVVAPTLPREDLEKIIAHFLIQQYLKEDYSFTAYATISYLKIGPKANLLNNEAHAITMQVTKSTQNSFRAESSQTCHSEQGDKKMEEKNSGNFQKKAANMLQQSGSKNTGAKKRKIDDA
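50 nM RECQ1T1 preincubated 15 min with compound in Tris pH 8.0 buffer with MgCl2, DTT, Tween-20 and 2.5 ug/ml poly(dI-dC); started with 200 nM TAMRA/BHQ-2 forked duplex and 2 mM ATP. Unwinding read as fluorescence (525/598 nm), two reads 2 h apart.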
HTT cytoprotect: cytoprotection in Huntington HTT-Q103 PC12 cell model. PC12 HTT-Q103 induced, cytoprotection, ATP luminescence, 40 h. Potency, µM (series often up to 56.4 µM), inactives show cytoprotection (ATP increase), hits mostly activators. hit rate 0.14% among 230,000. AID 1471;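 also: % of control where 0% means no effect; nearly all actives have a fitted effect of over 45% in size; toxic huntingtin expression switched on by the ecdysone agonist tebufenozide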
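Cells were plated at 1500 per well in phenol red-free DMEM with 5% equine and 5% calf serum. Tebufenozide (100 nM final) and compounds were added, then ATPlite reagent, and luminescence was read.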
Starred values were filed as active, the others as inactive; i = inactive; u = inconclusive; x = not tested or not shown; & = joins results of further samples; [ ] = another dose, or the depositor's remark. Unless noted, calls follow the shape of the dose curve; as a rule, active = well fitted curve in the direction sought with a large enough effect; inconclusive = small, poorly fitted or top-dose-only effect, or another doubt; inactive = no such curve, though single readings can be large; an effect the other way counts as inactive or inconclusive. Potency is read from the fitted curve at half-maximal effect.

SMILES	Tau ThT inhib	TRb SRC2 PPI	TR SRC2 fluor cs	Tau fibril FP	L3MBTL1 block	Tau fluor counter	RECQ1 helicase	HTT cytoprotect
CC(=O)OCC1OC(C#CC(C)(C)C)C=CC1OC(C)=O (configuration not stated)	u	-1%&0%[11.2 µM]	-4%&0%[11.2 µM]	u	x	-13%&-15%[11.6 µM]	i[11.5 µM]	u
Cc1ccc(-c2ccc(/C=N\NC(=O)c3cc4c(ccc5ccccc54)o3)o2)cc1[N+](=O)[O-]	u	-18%	1%	2%	8%	-9%	i	-20%
COc1ccc(C2=NC(=O)NC2c2ccc(OC)cc2)cc1 (configuration not stated)	-9%	6%	1%	8%	2%	-22%	-2%	6%[10 µM]
CCCCCOC(=O)C1=C(C)N(C)C(=O)NC1c1cc(Br)c(O)c(OC)c1 (configuration not stated)	-9%	6%	-1%	10%	-2%	-16%	-20%	-24%[10 µM]
COc1ccc(S(=O)(=O)NC2CCCC2)cc1Br	4%	5%	0%	-13%	-1%	-10%	-3%	-2%
CCOC(=O)N1CCc2c(sc(NCc3cccs3)c2C(=O)Nc2cc(Cl)ccc2OC)C1	u	0%	1%	3%	x	u	x	x
CCOC(=O)N1CCN(c2ncnc3c2[nH]c2ccc(OC)cc23)CC1	8.9µM*	-7%	-3%	3%	-3%	-29%	-1%	-14%
FC(F)(F)c1cc(-c2ccc(Cl)cc2)nc2ncnn12	-11%	-4%	-1%	-3%	x	-6%	-3%	-7%
COc1ccc(N(C)C(=O)Cc2c(C(=O)O)[nH]c3ccccc23)cc1	-7%	5%	-1%	-1%	x	-1%	-10%	-7%
Cc1cc(C(=O)CSc2nc3ccccc3c(=O)n2C)c(C)n1Cc1ccc2c(c1)OCO2	5%	-12%	1%	-4%	19%	-6%	-7%	-86%[inhibitor]
Cc1ccc(NC(=S)NC2CC3CCCC(C2)N3Cc2cccs2)cc1 (configuration not stated)	-7%	-3%	0%	-2%	-10%	-18%	-6%	-10%
OCCC1CN(Cc2nc(-c3ccc(F)cc3)cs2)CCN1CCc1ccccc1 (configuration not stated)	-12%	-8%	-1%	4%	-11%	-5%	-4%	-5%[10 µM]
CCC(=O)N1CCc2cc(Br)cc(S(=O)(=O)NCCc3ccccc3)c21	-9%	7%	0%	4%	x	-13%	x	x
COC(=O)c1ccsc1-n1cc(C#N)c(=O)n(C)c1=O	-3%	4%	1%	u	18%	-6%	i	-12%
CCCn1c(=S)[nH]c2cc(OC)c(OC)cc2c1=O	-4%	-8%	-1%	-3%	x	-4%	-7%	-14%
CCn1c(SCc2cccc(C)c2)nnc1-c1ccc(C)cc1	-13%	5%	3%	1%	6%	-3%	i	-12%
c1ccn2c(SCc3ccc4c(c3)OCCO4)nnc2c1	3%	0%	-2%	-2%	1%	8%	-12%	-5%[10 µM]
CC(=O)c1cccc(NC(=O)c2ccc3c(=O)n4c(nc3c2)CCCCC4)c1	-7%	-3%	-1%	-8%	x	-7%	0%	-49%
Cc1ccc(SCC(=O)Nc2ccc3c(c2)C(=O)NC3=O)cc1	-14%	-9%	-5%	-6%	-1%	-18%	3%	x
COc1ccc(NC(=S)N(CCN2CCCCC2)Cc2ccco2)cc1	3%	-4%	0%	-4%	x	-3%	i	-29%
O=C(c1ccccc1)c1cccc(NC(=O)c2ccco2)c1	-4%	-7%	1%	9%	-2%	-9%	-5%	-21%
COC(=O)c1ccc(C(C(=O)NC2CCCCC2)N(Cc2ccccc2)C(=O)Cc2cccs2)cc1 (configuration not stated)	0%	1%	2%	0%	6%	5%	u	1%[10 µM]
O=C1C2C(C(=O)N1/N=C/c1ccco1)C1C=CC2C12CC2 (configuration not stated)	-4%	5%	-3%	-4%	-2%	0%	1%	5%[10 µM]
Nc1c(-c2ccccc2)cnn1C1CCS(=O)(=O)C1 (configuration not stated)	-11%	-2%	-2%	1%	x	-6%	-11%	-10%
O=C(Nc1ccc2c(c1)oc1ccccc12)c1cccnc1	u	-3%	-1%	-3%	-1%	-13%	i	-18%[10 µM]
CCOc1ccc(NC2c3ccccc3C(=O)N2Cc2ccc3c(c2)OCO3)cc1 (configuration not stated)	-22%	1%	0%	15%	x	u	i	-60%[inhibitor]
C=CCn1c(Cc2csc(N)n2)nnc1SCC(=O)Nc1ccccc1C(F)(F)F	-13%	6%	3%	7%	x	-3%	i	-15%
Nc1ncnc2c1ncn2[C@@H]1O[C@H](COP(=O)(O)OP(=O)(O)OP(=O)(O)OP(=O)(O)OC[C@@H]2O[C@H](n3cnc4c(N)ncnc43)[C@@H](O)[C@H]2O)[C@@H](O)[C@H]1O	-12%	-3%	-1%	3%	x	-9%	19%	29%
Cc1ccc(C2Nc3ccccc3C(=O)N2Cc2ccco2)cc1 (configuration not stated)	-12%	2%	-5%	8%	-3%	-14%	-29%	-24%
O=C(C1=NN[C@@H]2C(=O)N(c3cccc(F)c3)C(=O)[C@H]12)C(c1ccccc1)c1ccccc1	-3%	-1%	-2%	4%	-3%	-16%	-6%	15%[10 µM]
CCOc1cccc(C(=O)N(Cc2ccc(N(C)C)cc2)CC2CCCO2)c1 (configuration not stated)	-9%	3%	-2%	8%	x	-8%	x	x
COc1ccc(CCNS(=O)(=O)c2cccc(C)c2)cc1OC	-2%	5%	2%	0%	x	-7%	-3%	-7%[10 µM]
O=c1c2cn[nH]c2nc(SCc2ccc3c(c2)OCCO3)n1-c1ccccc1	-20%	-18%	-4%	-6%	x	u	-18%	-6%
O=C(OCCN1C(=O)c2ccccc2C1=O)c1cc2ccccc2o1	u	8%	-4%	-2%	5%	-26%	6%	0%
COc1ccc(Cl)cc1C(=O)NCc1cnn(C)c1C	-5%	-7%	1%	-3%	-3%	2%	-3%	-8%[1.9 µM]
CCOC(=O)/C(C#N)=C/c1cn(CCC(=O)O)nc1-c1ccc(F)cc1	-6%	3%	-6%	0%	0%	0%	i	11%[10 µM]
CC1Cc2ccccc2N1C(=O)/C=C/c1cccc(F)c1 (configuration not stated)	-17%	8%	-1%	-8%	-5%	-14%	-7%	-7%[10 µM]
Cc1ccccc1C(=O)NCc1ccncc1	0%	0%	2%	-11%	0%	-2%	i	-10%[10 µM]
Cc1ccc(-c2noc(-c3ccccc3C(=O)NCC3CCCO3)n2)cc1 (configuration not stated)	-11%	4%	2%	-10%	1%	-5%	-4%	-21%[10 µM]
CNC(=O)CSc1nc2c(c(=O)n(C)c(=O)n2C)n1Cc1ccc(C)cc1	-11%	0%	-2%	-5%	4%	-4%	i	19%[10 µM]

5 records drawn at random from the list so far, as already listed:
SMILES	Tau ThT inhib	TRb SRC2 PPI	TR SRC2 fluor cs	Tau fibril FP	L3MBTL1 block	Tau fluor counter	RECQ1 helicase	HTT cytoprotect
Cc1ccc(-c2noc(-c3ccccc3C(=O)NCC3CCCO3)n2)cc1 (configuration not stated)	-11%	4%	2%	-10%	1%	-5%	-4%	-21%[10 µM]
CNC(=O)CSc1nc2c(c(=O)n(C)c(=O)n2C)n1Cc1ccc(C)cc1	-11%	0%	-2%	-5%	4%	-4%	i	19%[10 µM]
Nc1ncnc2c1ncn2[C@@H]1O[C@H](COP(=O)(O)OP(=O)(O)OP(=O)(O)OP(=O)(O)OC[C@@H]2O[C@H](n3cnc4c(N)ncnc43)[C@@H](O)[C@H]2O)[C@@H](O)[C@H]1O	-12%	-3%	-1%	3%	x	-9%	19%	29%
O=C1C2C(C(=O)N1/N=C/c1ccco1)C1C=CC2C12CC2 (configuration not stated)	-4%	5%	-3%	-4%	-2%	0%	1%	5%[10 µM]
Cc1ccc(C2Nc3ccccc3C(=O)N2Cc2ccco2)cc1 (configuration not stated)	-12%	2%	-5%	8%	-3%	-14%	-29%	-24%

Next section:
SMILES	Tau ThT inhib	TRb SRC2 PPI	TR SRC2 fluor cs	Tau fibril FP	L3MBTL1 block	Tau fluor counter	RECQ1 helicase	HTT cytoprotect
C/C=C1\C2C=C(C)C[C@@]1(N)c1ccc(=O)[nH]c1C2	-3%	-2%	1%	0%	x	-10%	-9%	-11%
Cn1nnc2cc(NC(=O)N3CCN(c4ccccn4)CC3)ccc21	u	0%	-1%	3%	6%	-3%	-18%	-3%
COc1ccc2c(c1)[C@]1(C)CCC(=O)C[C@H]1CC2	-3%	-6%	u	-1%	x	-5%	-10%	x
Cc1nnc(SCC(=O)Nc2nccs2)[nH]c1=O	0%	-16%	-3%	-8%	3%	-1%	-6%	-30%
Cc1cccc2sc(N(CCN(C)C)C(=O)/C=C/c3cccs3)nc12	-5%	5%	-3%	u	-1%	u	-2%	-4%[10 µM]
O=C(OCc1nnc(-c2ccccc2)o1)c1cccnc1Cl	-2%	-6%	-2%	-4%	26%	1%	-4%	-10%
NC(=O)C1CCN(C(=O)CN2CCCc3ccccc32)CC1	u	-2%	6%	0%	2%	-11%	11%	-6%[0.074 µM]
CCNc1nc(Oc2ccc(C(=O)OCC)cc2)nc(SC)n1	-8%	3%	2%	0%	5%	-15%	-16%	-4%
Cc1cccc(NC(=O)CSc2nnc(Cn3nnc(-c4ccccc4)n3)n2-c2ccccc2)c1	-4%	-7%	0%	-10%	-3%	-9%	i	-10%[10 µM]
Cc1ccc(N(CC(=O)N=Nc2c(O)[nH]c3ccccc23)S(C)(=O)=O)c(C)c1	u	-6%	-4%	-2%	x	-15%	-6%	-16%
COc1ccccc1-c1nnc(SC/C(O)=C(\C#N)c2nc3ccccc3[nH]2)n1C1CCCCC1	-1%	-11%	0%	5%	-9%	5%	-10%	x
Cc1nn2c(C)c(C(=O)NC(C)(C)C)cnc2c1-c1ccc(F)cc1	-2%	1%	u	u	x	1%	x	x
COC(=O)C(C)(C)ONC(=O)Nc1ccc([N+](=O)[O-])cc1	2%	0%	-1%	-2%	x	-1%	-1%	-13%
NC(=O)c1ccc(NC(=O)c2cccc(Oc3ccccc3)c2)cc1	-5%	-7%	-3%	-4%	x	-4%	-2%	-6%
CNC(=O)/C(C#N)=C/c1cn(CC(=O)OC)c2ccccc12	-6%	1%	-1%	-5%	-3%	-9%	8%	4%[10 µM]

These rows are one share of the data; count on the stated rates, not on these rows.
